Bioassay records as filed in PubChem.
12-LOX inh – blocks human arachidonate 12S-lipoxygenase; Potency, µM (doses to about 108 µM), without a hit: top-dose activity change, negative = inhibition, hits mostly inhibitors; 580,000 compounds, 1.1% hits; purified 12hLO, xylenol orange hydroperoxide absorbance; active = well fitted inhibition curve with a large enough effect; inconclusive = small, poorly fitted or top-dose-only effect, or another doubt; inactive = no such curve, though single readings can be large or run the other way
Target sequence (P18054 whole entry, looked up): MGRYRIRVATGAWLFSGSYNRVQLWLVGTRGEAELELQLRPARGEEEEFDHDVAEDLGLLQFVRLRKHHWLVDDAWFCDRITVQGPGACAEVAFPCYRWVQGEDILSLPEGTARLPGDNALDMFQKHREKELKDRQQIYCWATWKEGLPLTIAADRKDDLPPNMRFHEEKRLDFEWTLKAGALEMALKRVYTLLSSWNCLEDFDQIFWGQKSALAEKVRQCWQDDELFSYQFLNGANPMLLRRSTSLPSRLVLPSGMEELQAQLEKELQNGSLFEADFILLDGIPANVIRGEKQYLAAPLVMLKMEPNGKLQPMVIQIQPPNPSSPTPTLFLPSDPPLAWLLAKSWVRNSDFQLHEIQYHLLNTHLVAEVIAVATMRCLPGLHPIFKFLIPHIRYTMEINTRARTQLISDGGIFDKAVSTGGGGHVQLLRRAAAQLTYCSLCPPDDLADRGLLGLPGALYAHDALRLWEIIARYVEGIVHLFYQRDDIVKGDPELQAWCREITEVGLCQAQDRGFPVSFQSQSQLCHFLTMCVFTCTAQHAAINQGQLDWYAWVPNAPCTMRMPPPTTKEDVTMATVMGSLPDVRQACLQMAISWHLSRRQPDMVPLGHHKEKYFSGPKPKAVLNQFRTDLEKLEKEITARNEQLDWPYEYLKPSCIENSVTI
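Hydroperoxide product was detected by ferrous iron/xylenol orange as the 573 to 405 nm absorbance ratio. Arachidonic acid at 40 uM (final) was turned over for 30 min at room temperature by 150 nM human 12hLO, pH 7.0 Hepes buffer, after 15 min compound preincubation.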
Numbers without * were called inactive; ? = inconclusive; [ ] = remark or other dose. % is set by controls: 0 for no effect and ±100 for the full control effect; potency is the fitted concentration of half-maximal effect. Some of the compounds tested; count on the stated rates, not on these rows.

SMILES	12-LOX inh
Cc1ccc(CNC(=O)Cc2nn(C)c(=O)c3ccccc23)cc1F	18%
COc1ncc(-c2n[nH]c3c2CC(=O)N(Cc2ccccc2)C3)cn1	?
COc1ccc(OCc2nc(C3CN(C(=O)c4n[nH]c5ccccc45)C3)no2)cc1	12%
COCCOC1CCOC2(CCN(S(=O)(=O)c3ccc(F)cc3)CC2)C1 (configuration not stated)	15%
O=C(c1ccccc1Nc1ccc(SC(F)F)cc1)N(C1CCCCC1)C1CCCCC1	?
COc1ccccc1NC(=O)c1ccc2ccccc2n1	?
CCc1nnc(CN2CCC(c3nc4ccccc4s3)CC2)o1	110%[activator]
CCOC(=O)CNC(=O)NCc1cccn1Cc1cccc(C)c1	-19%
COc1cc(/C=C(/C#N)c2ccccn2)cc(OC)c1OC(F)F	?
COC(=O)C1=C(C)N(CC(C)C)C(=S)NC1c1cccc(F)c1 (configuration not stated)	?

2 entries from above in another layout.
smiles,12-LOX inh
COc1ncc(-c2n[nH]c3c2CC(=O)N(Cc2ccccc2)C3)cn1,?
COC(=O)C1=C(C)N(CC(C)C)C(=S)NC1c1cccc(F)c1 (configuration not stated),?

Further results.
SMILES	12-LOX inh
CCCCC(=O)Nc1ccc(C)cc1NC(=O)COc1cccnc1	41%[activator]
Cc1ccc(NC(=O)CCCc2cccs2)c(Br)c1	17%
COc1ccc(C(=O)N2CCCN(c3cc(-c4ccccc4)[nH]n3)CC2)c(C)c1	6%
Cc1ccc(F)cc1CN1CCOc2cc([S+](N)(=O)[O-])ccc2C1	4%[176 µM]
CC1CCc2noc(NC(=O)COc3ccccc3)c2C1 (configuration not stated)	7%
COCc1nc(CCNC(=O)c2cc(C)[nH]n2)no1	5%
COC(=O)c1ccc(Oc2c(C(F)(F)F)oc3cc(O)ccc3c2=O)cc1	-19%
CC(C)(C)N(Cc1cn(Cc2ccccc2)nn1)S(=O)(=O)c1ccc(N2CCCC2)cc1Br	84%[activator]
NC(N)=NS(=O)(=O)c1ccccc1	9%
Cc1ccc(C(=O)N2CCCc3nc(C)nc(-c4ccc(O)cc4)c3C2)cc1	-4%

Overlap with the part before: three entries; new compounds follow.
SMILES	12-LOX inh
CC(C)(C)N(Cc1cn(Cc2ccccc2)nn1)S(=O)(=O)c1ccc(N2CCCC2)cc1Br	84%[activator]
NC(N)=NS(=O)(=O)c1ccccc1	9%
Cc1ccc(C(=O)N2CCCc3nc(C)nc(-c4ccc(O)cc4)c3C2)cc1	-4%
O=C(CNc1cccc(S(=O)(=O)N2CCCC2)c1)N1CCN(C(=O)c2cccs2)CC1	-6%
CCOC(=O)[C@]12CCC=C1N(Cc1ccc3c(c1)OCO3)C(=O)[C@H](CC(=O)NCCC(C)C)C2	?
Cc1cc(Cl)ccc1OC(C)c1nc(-c2ccc(Br)o2)no1 (configuration not stated)	?
Cc1cccc(C)c1NC(=O)C1c2ccccc2OCC(=O)N1Cc1ccccc1 (configuration not stated)	-13%
O=C(N=C1N(CC2CC2)CC2(C=C3CCCCC3n3c(=O)n(-c4ccccc4)c(=O)n32)N1C(=O)OCc1ccccc1)c1ccccc1 (configuration not stated)	16%
NC(N)=N/N=C/C(Cl)=C/c1ccccc1	-1%
Cn1nccc1CN1CC(Oc2ccc3c(c2)OCO3)C1	4%[12.5 µM]
O=C(O)C#CC(O)(c1ccccc1)c1ccccc1	?
COc1ccc(-c2ccc3c(c2)C(=O)N2CC[C@H](NC(=O)c4cccs4)[C@H]2C(=O)N3)cc1	4%
COc1ccc(CN2C(=O)CO[C@H](c3ccc(NC(=O)c4ccc(F)cc4)cc3)[C@H]2CO)cc1	13%
Cc1ccc(-c2cc3c(ccn3Cc3cccnc3)c(C3=CCOCC3)n2)cn1	10%[176 µM]
COc1ccc(OCc2nc3c4c(C)c(C)n(CCCN(C)C)c4ncn3n2)cc1	1%
Cc1ccc(C(=O)/C=C/c2cc(C)ccc2C)cc1	3%
O=C(c1nccc2ccccc12)N1CC(N(Cc2cccnc2)C(=O)Nc2ccccc2)C1	7%
CC(=O)NC1CC2(CCN(C(=O)CCC(=O)O)CC2)c2ccccc21 (configuration not stated)	1%[6.33 µM]
CC(=O)c1ccc(NC(=O)N2C[C@@H]3C[C@H](C2)c2ccc(NC(=O)c4ccncc4)c(=O)n2C3)cc1	-22%
Cc1scc(C(=O)N2CCCC3(CCOC3)C2)c1-c1ccccc1 (configuration not stated)	15%
Oc1ccc(/C=C(/Cl)c2ncc(-c3ccc(F)cc3)o2)cc1	?
Cc1ccccc1/C=N/O	8%
Cc1ccc(NC(=O)CN(C)C(=O)CCc2ncc(-c3ccc(C)c(C)c3)o2)cc1	?
Fc1ccccc1COc1ccccc1CNCC1CCNCC1	0%
COc1ccccc1N1CCN(C(=O)CN2C(=O)NC3(CCC(C)CC3)C2=O)CC1 (configuration not stated)	32%
COc1cccc(CN2CCC3(CC2)C(C(=O)O)CC(=O)N3C)c1OC (configuration not stated)	36%[activator]
CN(Cc1ccccc1)C(=O)C[C@@H]1O[C@H](CNC(=O)c2ccno2)[C@@H](O)[C@H]1O	28µM*
COc1cccc([S+](=O)([O-])N2CCn3c(nnc3C3CCCNC3)C2)c1 (configuration not stated)	47%[activator]
Cc1noc(C)c1CC(=O)N[C@@H]1CN(Cc2cccnc2)C[C@H]1CN(C)C	81%[activator]
O=C(NC[C@H]1Cn2cc(-c3ccccc3)nc2CO1)c1ccccc1	-1%[176 µM]
CCc1ccccc1N(CC)C(=O)Cn1nc(Cc2cccnc2)c2ccccc2c1=O	4%
COc1cccc2ccc(-c3nccn3CC3(CO)CCOCC3)nc12	0%
OC(COc1ccccc1CNC1(c2ccccc2)CC1)CN1CCCCC1 (configuration not stated)	30%

Reprinted from the listing, 2 compounds:
SMILES	12-LOX inh
COc1cccc2ccc(-c3nccn3CC3(CO)CCOCC3)nc12	0%
OC(COc1ccccc1CNC1(c2ccccc2)CC1)CN1CCCCC1 (configuration not stated)	30%

The results go on:
SMILES	12-LOX inh
CCOCCOc1cccc(C(=O)N2C[C@H](C3CC3)[C@@H](N)C2)c1	41%[activator]
Cc1ccccc1CN1CCOc2cc([S+](=O)([O-])Nc3cccnc3)ccc2C1	-7%[176 µM]
Cc1cnc(CN2CCC3(CC2)CCN(C(=O)Cc2cccnc2)CC3CO)[nH]1 (configuration not stated)	55%[activator]
O=C1C(O)=C(c2ccc(Cl)cc2)C(c2ccccc2F)N1Cc1ccccc1 (configuration not stated)	?
O=C(O)C[C@@H]1CCN(C(=O)c2ccco2)C[C@@H]1CCN1CCOCC1	11%[176 µM]
Cc1ccc(-c2c(NC(=O)CN3CCN(CCO)CC3)oc3ccccc3c2=O)cc1	36%
N#Cc1cccc(CN2CCOCCNC(=O)CC2)c1	110%[activator]
CN(C)C[C@@H]1CN(c2ccccn2)C[C@H]1NC(=O)c1ccoc1	33%
COc1ccc(-c2nc3c(c(=O)[nH]2)CCN(C(=O)CSc2ccccc2)C3)cc1	9%
CCOc1ccc(C(=O)NC2CCN(c3cc(-c4cccs4)[nH]n3)CC2)cc1OCC	21%

Entries listed above shown as hits in 12-LOX inh:
SMILES	12-LOX inh
CN(Cc1ccccc1)C(=O)C[C@@H]1O[C@H](CNC(=O)c2ccno2)[C@@H](O)[C@H]1O	28µM*

Further records.
SMILES	12-LOX inh
Cc1ccc(CNC(=O)Cn2c(C)cc3nc4n(c(=O)c32)CCCCC4)cc1	-10%
Cc1ccccc1C(=O)NCCc1csc(-c2cccc(F)c2)n1	8%
C=CCN(CCc1ccccc1)C(=O)c1nn(C)c(=O)c2ccccc12	12%
CNc1nc2cnc(-c3cc(OC)c(OC)c(OC)c3)cc2n1Cc1ccccc1	?
N#Cc1cccc(CN2Cc3[nH]cnc3C[C@H]2C(=O)NCc2ccco2)c1	114%[activator][176 µM]
CSCCOc1ccc(-c2ccccc2)cc1	-4%
Cc1c(C)n(CCCN(C)C)c2ncn3nc(COc4cccc5ccccc45)nc3c12	?
Cn1ncc(N2CCC(C(=O)NCc3cc(F)ccc3F)C2)cc1=O (configuration not stated)	-10%
COc1cccc(NC(=O)N2CCN3C(=O)N(C)C[C@H]3C2)c1	0%[176 µM]
CCCCCCN1CCN(C2CN(Cc3cn(Cc4ccc(Cl)cc4)nn3)S(=O)(=O)C2)CC1 (configuration not stated)	?
COc1ccc2cc(S(=O)(=O)N3CCN(c4ccc(C)c(Cl)c4)CC3)ccc2c1	-7%
CCOC(=O)c1c(C)[nH]c(C(=O)C(C)OC(=O)Cn2cc(C(F)(F)F)ccc2=O)c1C (configuration not stated)	?
O=C(C1CCOCC1)N1CC(Oc2ccc(-c3nc(-c4ccccc4)no3)cc2)C1	-1%
COc1ccc(-c2cc3c(o2)CCCC3OCCN2CCOCC2)cc1 (configuration not stated)	-46%
CN(Cc1ccsc1)C1CCc2ccccc21 (configuration not stated)	26%[176 µM]
O=C(Nc1ccccc1)N1CCN(CCc2ccncc2)CC1	4%
CCCn1nc(C(=O)OCc2nnc(-c3ccccc3)o2)c2ccccc2c1=O	3%
COc1cccc(-c2noc(CCCC(=O)N[C@H]3C[C@@H]4OCC[C@H]34)n2)c1	-5%
O=C(c1ccc(C(F)(F)F)cc1)N1CCCC(c2nn(-c3ccccc3)c(=O)[nH]2)C1 (configuration not stated)	9%
Cc1ccc(C2Cn3nnc(C(=O)N4CCC(C(=O)NCC(C)C)CC4)c3CO2)cc1 (configuration not stated)	13%
COc1ccc(C(=O)NCC2(c3ccc4c(c3)OCCO4)CCCC2)cc1	-1%
COCCCN1C(=O)C(CC(=O)NCCN2CCOCC2)CC(C(=O)N2CCOCC2)=C1C (configuration not stated)	20%
C[Si](C)(C)CN1CCN(CC(=O)Nc2ccccc2Cl)CC1	?
CCc1ccc(Oc2ccc(C#N)c(C#N)c2)cc1	?
COCc1nncn1C1CCN(S(=O)(=O)c2ccc(OC)cc2)CC1	18%
O=C(C1CCN(C(=O)N2CC3CC(C2)[C@H]2CCCC(=O)N2C3)CC1)N1CCC(N2CCCCC2)CC1 (some centres not stated)	27%
O=C(c1nc(-c2ccc(Cl)nc2)c2ccccn12)N1CCCC1	?
CC(C)N(C(=O)c1ccccc1-c1cc(NC2CC2)nc(N)n1)C(C)C	66%[activator]
Cc1ccc(C(=O)OCC(=O)c2ccc(-c3ccccc3)cc2)s1	-45%
Cc1sc2ncn(CC(=O)NCc3ccc(CN4CCC(C)CC4)cc3)c(=O)c2c1C	2%
O=C(c1ccccn1)N1CCCC(CN2CCCC2)CC1 (configuration not stated)	56%[activator]
Cc1nc(CN2CCN(C(=O)[C@H]3CC[C@@H](N)C3)CC2)cs1	?
Cc1cccc(C(=O)Nc2sccc2C#N)c1	?
CC[C@H](C)[C@H](NC(=O)c1ccc(Cl)cc1)C(=O)OCc1ccc(C(N)=O)cc1	-38%
O=C([C@H]1C[C@H](Oc2cccnc2)CN1C(=O)c1nccc2ccccc12)N1CCOCC1	50%[activator]
CC(C)NC(=O)NC(=O)CN(C)Cc1cccc(F)c1	41%[activator]
CC(=O)c1ccc(NC(=O)COC(=O)c2cc(C)nc3ccccc23)cc1	?
CCn1cc(S(=O)(=O)N2CCCC(Cc3ncc(C)n3Cc3ccccc3)C2)cn1 (configuration not stated)	45%[activator]
CN1CCN(c2oc(-c3ccccc3)nc2C#N)CC1	?
Cc1cc2c(c(-c3cnccn3)c1)OC(CNC(=O)C1CCCN(C)C1)C2 (configuration not stated)	-2%
O=C(c1cccc(CC2CCNCC2)c1)N1CCOCC(O)C1 (configuration not stated)	-6%
CCNc1c(NC(=O)Nc2ccccc2C(F)(F)F)c(=O)oc2ccccc12	?
COc1cccc(CN2CCCOCCNC(=O)[C@@H]3CCCC[C@@H]32)c1	9%
Cn1nnc(NC(=O)COc2ccc(Cl)cc2Cl)n1	?
COc1cc(NC(=O)C2CCc3ncc(-c4ccsc4)n3C2)cc(OC)c1 (configuration not stated)	75%[activator]
O=C(O)/C=C/c1ccccc1	2%
CNC(=O)[C@@H]1CN(C(=O)c2ccc3c(c2)OCO3)C[C@H]1c1n[nH]c(C)n1	16%
CC1CN(C(=O)COc2ccc(Cl)cc2Cl)c2ccccc2NC1=O (configuration not stated)	?
COc1cc(-c2ncccc2C(=O)N2CCCC2)cc(OC)c1OC	12%
Cc1nn2c(c1-c1cccnc1N1CCOCC1)N(Cc1ccccc1)CCC2	?

New compounds follow
SMILES	12-LOX inh
Cn1ccc2ccc(C(=O)N3CCC(C(N)=O)CC3)cc21	-10%
COc1ccc(Oc2c(C)oc3cc(OCC(=O)N4CCC(C(N)=O)CC4)ccc3c2=O)cc1	?
O=C(NCCCN1CCCC1=O)c1cc2cc(F)ccc2[nH]1	6%
CCC(C)(C)NC(=O)CCNC(=O)c1ccccc1	6%
CC(C)c1nnc(C2CN(C(=O)COc3ccc(Cl)cc3)CC23CCOCC3)o1 (configuration not stated)	38%[activator]
O=c1[nH]c(=O)n(CCc2ccccc2)c2nccc(-c3ccccc3Cl)c12	?
CCCc1ccc2oc(C(=O)N(C)CCC3CCCCO3)c(C)c2c1 (configuration not stated)	40%[activator]
O=C(COC(=O)c1cc(=O)c2ccccc2o1)NC1CCCCCC1	-9%
Cc1noc2c(NC3CCN(C)CC3)cc(-c3ccc(F)cc3)nc12	-48%[176 µM]
CC(=O)Nc1ccc(S(=O)(=O)N2C[C@@H]3C[C@H](C2)c2c(-c4ccc(Cl)cc4)ccc(=O)n2C3)cc1	?
